# HSF1 inhib: HSF1 inhibition. NIH3T3-HGL HSE-luciferase, MG132-induced, luminescence 8 h; active compounds read low. activity change, negative = inhibition, % at 7.5 µM (by protocol). actives 0.77% (n = 300,000). AID 2098;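 active = more than half of replicate wells show activity change below -50%, luminescence cut by over half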;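 also: luciferase reports HSF-1 transcriptional activity via heat shock element; 0% = median of DMSO wells and -100% = zero luminescence signal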
# KLF5 inhibitor: kruppel-like factor 5 inhibition | DLD-1 KLF5 promoter-luciferase reporter, luminescence | inhibition, % at 5 µM | actives 0.23% (n = 290,000) | AID 1700;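 active = inhibition above a per-plate limit of that plate's mean compound inhibition plus 3 SD, cut at about 60% in these data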;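 also: 0% = DMSO wells and 100% = LY294002 at 200 µM; higher means less KLF5 promoter-driven luciferase light; inactives centre near -14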
# AI-2 QS modul: modulates the Vibrio harveyi AI-2 quorum sensing system; Vibrio harveyi JMH597 AI-2 luminescence/OD600 ratio, 9 h; active compounds read low; strain lacks LuxN and CqsS sensors; 0 = neutral-control median; activity change, % at 7.5 µM; actives 0.4% (n = 300,000); AID 2094; in the data active = activity change below about -75%, passing the limit was not always enough;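 also: luminescence divided by OD600 gain over 9 h not by final OD600 alone; inactives centre near 13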
# Platelet DG rel: platelet dense granule release activity. human platelet-rich plasma, SFLLRN dense granule ATP release, luminescence. inhibition, %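 (compounds screened at 7.5 µM in platelet-rich plasma)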. actives 0.22% (n = 300,000). AID 1663;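 active = mean replicate score, as percent of positive control, at or above 50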
# IEC-6 cytotox: counter-screen for KLF5 inhibitors: cytotoxicity in IEC-6 cells. actives 0.78% (n = 290,000). IEC-6 cytotoxicity, luminescence viability. inhibition, % at 5 µM; in the data active = inhibition above about 22%;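 also: 0% = plate median of test compound wells and 100% = cytotoxic reference compound wells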
# HSF-1 act: increases HSF-1 driven luciferase reporter signal | activation, % at 9 µM | NIH3T3-HGL HSF-1 luciferase reporter, MG132, 8 h; 100% = twice DMSO control signal | actives 1.7% (n = 300,000);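 active = mean replicate activation of at least 50% with a set share of replicates each reaching 50%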;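 also: 0% = median of the neutral control wells and 100% = twice that signal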
# HSP90 refold inh: inhibitors of HSP90 luciferase refolding in rabbit reticulocyte lysate | luciferase refolding luminescence, 3 h | inhibition, % at 5.6 µM | actives 0.91% (n = 290,000);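 active = inhibition above the screen-wide mean plus 3 SD, computed separately per campaign, cut at about 16% in these data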;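 also: 0% = DMSO wells and 100% = 60 µM geldanamycin wells; inhibitors lower the luminescence because luciferase stays unfolded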
# aSyn UTR inh: 5' untranslated region of α-synuclein, MLPCN primary screen. actives 0.82% (n = 300,000). alpha-synuclein 5'UTR reporter, inhibitor activity. inhibition, % (tested at 7.5 µM); in the data active = inhibition above about 60%;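 also: H4 neuroglioblastoma cells stably carrying SNCA 5'UTR luciferase fusion; 0% = DMSO wells and 100% = positive control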
# SKKanGAS inh: inhibitors of SKKanGAS S. pyogenes growth in kanamycin (SK-promoter or general growth effect); BacTiter-Glo, 6 h; inhibition, % at 7.5 µM; actives 1.3% (n = 300,000); AID 1662;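 active = mean replicate score, as percent of positive control median, at least 50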;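 also: strain carries kanamycin resistance gene driven by streptokinase promoter and grows in 40 µg/ml kanamycin; loss of luminescence reflects streptokinase promoter inhibition or plain growth inhibition; 0% = median of DMSO wells and 100% = positive control at its reference dose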
# HIF act: HIF pathway transcriptional activation | activation, % at 7.5 µM (by protocol) | AID 1910 | actives 0.32% (n = 300,000) | U2OS HRE-luciferase reporter, luminescence; normalized: DMSO 0%, desferrioxamine 100%;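 active = mean activation of at least 10% of the iron chelator positive control signal, with at least half of replicates also reaching 10%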
# Numbers without * were called inactive; . = not tested or not shown.
SMILES,HSF1 inhib,KLF5 inhibitor,AI-2 QS modul,Platelet DG rel,IEC-6 cytotox,HSF-1 act,HSP90 refold inh,aSyn UTR inh,SKKanGAS inh,HIF act
c1ccc2[nH]c(CSc3nc4ccccc4s3)nc2c1,16,-60,-13,3,7,19,3,-112,17,1.9
Clc1ccccc1Cc1noc(CN2CCN3CCCC3C2)n1 (configuration not stated),-4,-15,7,-2,-1,-6,-2,4,3,0.9
Cc1ccc(N=C2NC(=O)/C(=C\c3cccs3)S2)cc1C,-47,9,6,0,4,-55,3,-85,22,2.8
Cc1ccc2c(c1)C(O)(c1c(C)[nH]c3ccccc13)C(=O)N2 (configuration not stated),12,-8,20,0,-1,8,3,29,7,-1.3
CCCC(O)(CCC)C(=O)NNc1ccccc1,7,4,19,0,8,20,0,15,-4,-0.1
CN(C1CCCCC1)S(=O)(=O)c1cccc2nsnc12,-7,-6,17,4,2,9,-1,-1,-4,-0.2
Cc1ccc(S(=O)(=O)N2CCC(C(=O)OCC(=O)N3CCCC(C)C3)CC2)cc1C (configuration not stated),-1,.,22,-1,.,-4,.,3,-8,0.5
CCn1c(/C=N/NC(=O)c2ccc(OC)cc2)nc2ccccc21,-7,4,22,0,10,6,-1,-22,15,0.4
CCOC(=O)C1CCCN(/C=C2\SC(=S)N(CC)C2=O)C1 (configuration not stated),4,-36,17,3,-8,5,-2,2,0,-0.3
CCC(=O)Nc1ccc2c(c1)Cc1cc(NC(=O)CC)ccc1-2,6,-52,34,6,-2,13,1,-55,-3,2.8
N/C(=N\OC(=O)c1ccc2ccccc2c1)c1ccccn1,-85*,86*,1,66*,3,-89,66*,96*,-4,-3.7
CC(OC(=O)c1cc[n+]([O-])cc1)C(=O)NCc1ccccc1 (configuration not stated),2,.,14,15,.,15,.,-5,0,0.0
COc1cccc(-c2nnc(SCC(=O)N3CCCC3=O)n2-c2ccccc2)c1,-4,4,8,-4,2,-1,3,-12,-18,.
O=C(CCCCCn1nnc2ccccc2c1=O)Nc1ccccc1Cl,7,-37,19,-11,-3,18,1,-13,-2,-28
COc1ccc(NC(=O)C#Cc2ccccc2)cc1,41,-126,-66,9,7,54*,-1,-385,0,8.6
Cc1cccc(NC(=O)c2nc[nH]c2C(=O)Nc2ccccc2[N+](=O)[O-])c1,-5,-13,8,18,-10,11,-2,-10,-6,0.0
Nc1nc2n(n1)C(c1ccccc1)CC(c1ccc(F)cc1)N2 (configuration not stated),-7,11,30,8,0,-5,2,24,-3,0.1
CC(C(=O)NCC1CCCCC1)N1CCN(S(=O)(=O)/C=C/c2ccccc2)CC1 (configuration not stated),4,1,10,-3,5,-5,1,-4,4,-0.7
COc1ccc(C2C3=C(CCCC3=O)N(CC(=O)O)C3=C2C(=O)CCC3)cc1Cl,30,-31,5,1,-7,77*,-1,23,-1,-0.6
Cc1nc(CC(=O)N/N=C/c2ccc(OCC(=O)O)cc2)cs1,-3,-13,2,0,-1,7,8,-16,-6,-0.3
Clc1ccc(Oc2cnns2)c(Cl)c1,2,-8,14,8,-4,2,-8,6,3,0.4
O=C(NCC1CCCO1)c1ccc(COc2ccc(Cl)cc2)cc1 (configuration not stated),3,-16,36,-7,4,8,0,-7,0,-0.1
O=C(N/N=C/c1ccccn1)c1cccc([N+](=O)[O-])c1,0,-27,43,1,4,17,1,-8,0,4.6
CSc1cc(C)c(OCC(=O)Nc2c(C)nn(C)c2C)c(C)c1,-9,8,41,5,2,-6,3,14,2,0.8
CC1CN(C(=O)COC(=O)c2cccc(NS(=O)(=O)c3ccccc3)c2)CC(C)O1 (configuration not stated),-1,.,-19,-29,.,0,.,-6,-8,-0.5
Cc1cc(OCC(=O)NC2CCN(Cc3ccccc3)CC2)c2c(C)cc(=O)oc2c1,1,-21,6,4,1,3,0,-8,3,-0.9
COc1cc(/C=C/c2cc(C(=O)O)c3ccccc3n2)ccc1OC(F)F,22,-12,3,-2,3,27,0,-31,-15,1.3
CCOC(=O)Cc1cc(=O)n(-c2nc3ccccc3s2)[nH]1,-2,-34,58,0,-10,-10,0,-5,10,-0.9
COc1ccc2c(c1)c(C(O)CN1CCC3(CC1)OCCO3)c(C)n2C (configuration not stated),14,-20,0,1,-4,2,5,5,-2,0.0
Cc1cccc(C)c1N1CCN(S(=O)(=O)N2CCCCC2)CC1,-8,4,1,1,-8,6,0,-4,-1,-0.2
COc1ccc(C2=NOC(CN3C(=O)c4ccccc4S3(=O)=O)C2)cc1 (configuration not stated),40,-147,38,1,0,72*,-2,-175,-3,2.9
COc1ccc(N2CCN(C(=O)COc3cccc4ccccc34)CC2)cc1,2,-30,-8,8,-4,3,0,20,23,-0.1
COc1ccc(NC(=O)CSc2nc(=O)n(CCN(C)C)c3c2CCCC3)cc1OC,-2,.,30,14,.,4,.,-3,-6,-0.6
O=S(=O)(Cc1ccccc1)C1CCCCC1O (configuration not stated),2,-17,-2,-13,1,29,8,16,-5,-0.4
CC1=CC(=C(C#N)c2nc3ccccc3s2)C=C(C)N1c1ccc(F)cc1F,-22,0,5,-6,-6,-12,-1,-123,-1,1.3
CCc1nn(CC(=O)N2CCC(C(N)=O)CC2)c(=O)c2cc3occc3n12,-67*,-34,-6,3,0,-75,-1,10,-3,0.4
COC(=O)c1c(-c2ccc(C)cc2)csc1NC(=S)NC(=O)c1ccc(F)cc1,7,9,8,-2,-4,12,-2,6,-8,0.3
Cc1cc(C)cc(N(C(=O)CNC(=O)c2cccs2)C(C(=O)NC2CCCC2)c2cccnc2)c1 (configuration not stated),-6,15,18,7,3,18,3,0,-5,-0.7
COc1cc(NC(=O)c2cc3ccccc3o2)ccc1NC(=O)c1ccco1,0,-25,31,-7,-4,-10,4,-32,8,-0.7
CCOC(=O)C1=C(C)N(CCCCCC(=O)O)C(=O)NC1c1ccc([N+](=O)[O-])cc1 (configuration not stated),1,-10,10,-4,0,16,0,5,-4,-0.6
C[n+]1cccc(C(=O)NNC(=O)C23CC4CC(CC(C4)C2)C3)c1,-5,18,12,4,5,4,4,7,0,-0.5
O=C(Cc1cccs1)NNC(=S)NC(=O)c1ccc(F)c(F)c1,-11,-16,119,20,-2,5,-2,-5,29,0.4
O=C(c1ccco1)N1CCN(C(=O)C2CCN(S(=O)(=O)c3cccc4nsnc34)CC2)CC1,-7,-29,2,4,-2,-3,4,15,-2,0.4
NC(=O)c1nsc(C(=O)N(Cc2cccnc2)C(C(=O)NCc2ccc(F)cc2)c2ccc(F)cc2)c1N (configuration not stated),6,-16,20,-1,-7,8,0,9,0,-0.6
CCc1ccccc1NS(=O)(=O)c1ccc2c(c1)C(C)(C)C(=O)N2C,0,19,7,5,3,-4,-5,2,1,-0.4
COc1cc(/C=N/NC(=O)Cn2ccc(C(F)(F)F)n2)cc(OC)c1OC,-6,-9,24,-8,5,0,0,10,5,0.1
Cc1cc(NC(=O)CSc2c(C)[nH]c3ccccc23)no1,-5,-20,14,-4,4,-1,3,-4,-5,0.0
CC(C)=C(NC(=O)c1ccccc1)C(N)=O,-5,10,14,19,-2,7,-3,-11,-1,0.5
O=c1c(C(c2ccc(Cl)cc2)c2c(O)nc3n(c2=O)CCS3)c(O)nc2n1CCS2,-6,-8,26,0,-6,-10,4,-1,-2,0.2
COc1ccc(-n2nnnc2SCC#CCO)cc1,-10,-26,-7,-12,-7,-8,3,2,-8,1.3

# Carrying on.
SMILES,HSF1 inhib,KLF5 inhibitor,AI-2 QS modul,Platelet DG rel,IEC-6 cytotox,HSF-1 act,HSP90 refold inh,aSyn UTR inh,SKKanGAS inh,HIF act
COc1ccccc1NC(=O)Cc1coc2cc(C)ccc12,6,-19,33,0,-2,14,1,-47,-21,0.8
COC(=O)c1ccc(COc2ccccc2/C=N/NC(=O)c2cccnc2)cc1,13,-2,9,11,-1,22,3,-47,-2,2.2
COc1ccc(N2CCN(c3ncccc3C#N)CC2)cc1,2,-38,-3,-1,4,13,2,-24,-2,0.8
CCOC(=O)c1ccc(NC(=S)NN)cc1,-22,-15,41,0,6,-24,-6,-13,70*,0.9
COc1ccc2oc(=O)c(C(=O)NC(C)c3ccccc3)cc2c1 (configuration not stated),-1,-32,-1,-12,-11,5,0,-14,0,-0.1
COc1ccc(S(=O)(=O)N2CCC(NC(=O)N3CCOCC3)CC2)cc1,-5,6,18,2,-5,-8,1,3,-3,-0.8
C#CCn1c(=NC(=O)c2cc(-c3cccs3)nc3ccccc23)sc2cc(S(N)(=O)=O)ccc21,6,-2,24,5,8,-11,-1,21,14,-2.7
O=C(O)CC1c2ccccc2C=Cc2ccccc21,-3,.,22,5,.,13,.,16,1,-2.9
O=C(NCC1CCCO1)c1ccc(-c2ccccc2Cl)o1 (configuration not stated),41,.,15,-26,.,59*,.,-115,-9,3.4
CCCCn1c(N)c(N(CCOC)C(=O)c2ccc(-c3ccc(C(C)=O)cc3)o2)c(=O)[nH]c1=O,-6,.,6,1,.,4,.,-37,4,-2.4

# Entries above that contain a cyano group:
SMILES,HSF1 inhib,KLF5 inhibitor,AI-2 QS modul,Platelet DG rel,IEC-6 cytotox,HSF-1 act,HSP90 refold inh,aSyn UTR inh,SKKanGAS inh,HIF act
CC1=CC(=C(C#N)c2nc3ccccc3s2)C=C(C)N1c1ccc(F)cc1F,-22,0,5,-6,-6,-12,-1,-123,-1,1.3
COc1ccc(N2CCN(c3ncccc3C#N)CC2)cc1,2,-38,-3,-1,4,13,2,-24,-2,0.8

# The list goes on:
SMILES,HSF1 inhib,KLF5 inhibitor,AI-2 QS modul,Platelet DG rel,IEC-6 cytotox,HSF-1 act,HSP90 refold inh,aSyn UTR inh,SKKanGAS inh,HIF act
COc1ccccc1/C=C/C1=NC(=C\N(C)C)/C(=O)O1,13,-6,14,-10,-2,27,0,-58,1,1.1
Cc1cc(C(=O)N/N=C/c2cc(Br)cc([N+](=O)[O-])c2O)c2ccccc2n1,-14,3,29,2,1,-16,-8,18,106*,0.1
CC(C)=CC(=O)N1CCC(n2nccc2NC(=O)CCc2ccccc2)CC1,3,-51,18,-2,-6,12,-2,1,-5,1.4
Nc1nonc1-n1nnc(C(=O)N/N=C/c2ccc(Cl)cc2Cl)c1CN1CCCC1,5,10,15,-11,3,-7,3,-12,-13,-22
Cn1c(=O)c2c(nc(N3CCCCCC3)n2CC(=O)c2ccc(Br)cc2)n(C)c1=O,-20,17,7,4,6,-39,1,16,2,1.5
CC1=Nc2ccc(Br)cc2C(c2ccccc2)N1CC(=O)O (configuration not stated),4,-44,6,-10,7,-11,-7,-6,2,-0.7
Cc1c(Cl)cccc1NC(=O)CN1CCC(C(O)(c2ccccc2)c2ccccc2)CC1,12,6,24,8,-3,21,-1,-14,23,0.3
CCC(CC)C(=O)Nc1cccc(S(=O)(=O)c2cccc(NC(=O)C(CC)CC)c2)c1,7,-14,1,4,-7,25,-1,5,-13,-0.7
COc1cccc(CNC(=O)C2CCN(S(=O)(=O)c3ccc(F)cc3)CC2)c1,-1,-9,10,-3,-2,-11,-4,-8,-6,-0.4
COc1ccc(Cc2nnc(NC(=O)c3cccc(F)c3)s2)cc1OC,-2,-35,14,6,3,-1,-1,13,1,1.9

# Assay outcomes (PubChem BioAssay)
